# Screening data from PubChem BioAssay.
# TRHR enhancer: allosterically enhances the human TRH receptor. TRHR cells, fluo-8 calcium fluorescence, EC20 TRH enhancement. enhancement, % at 2 µM. 0.66% of 360,000 active; in the data active = enhancement above about 30%; also: 0% is about no effect
# Target sequence (P34981 whole entry, looked up): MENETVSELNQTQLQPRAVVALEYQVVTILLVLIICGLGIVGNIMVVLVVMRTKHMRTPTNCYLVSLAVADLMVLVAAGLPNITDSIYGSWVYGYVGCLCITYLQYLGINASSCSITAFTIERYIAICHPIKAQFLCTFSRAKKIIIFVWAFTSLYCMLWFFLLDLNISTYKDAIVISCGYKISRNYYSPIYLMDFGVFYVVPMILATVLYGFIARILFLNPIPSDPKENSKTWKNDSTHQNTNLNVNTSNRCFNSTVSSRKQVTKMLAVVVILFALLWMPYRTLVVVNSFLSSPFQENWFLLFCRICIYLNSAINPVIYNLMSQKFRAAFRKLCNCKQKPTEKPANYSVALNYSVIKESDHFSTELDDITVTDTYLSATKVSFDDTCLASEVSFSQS
#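 Enhancer read-out: after compound pinning and an initial kinetic agonist-mode read, an EC20 of TRH (10 nM final) was injected and fluo-8 calcium signal (Ex 480/Em 530) followed at 1 s/cycle for 100 cycles in TRHR-expressing cells.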
# PI4K2A inh: inhibitors of human PI4K2A; 0.13% of 420,000 active; Q9BTU6; purified PI4K2A, ADP-Glo luminescence, 1 h; active compounds read low; activity change, negative = inhibition, % at 76.9 µM; in the data active = activity change below about -50%; inconclusive = mostly about -30% to -49%;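 also: -100% = wells without enzyme as full effect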
#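 In this quantitative HTS, ADP production by PI4K2A was quantified luminescently after 1 h at ambient temperature; 100 microM adenosine served as plate-quality control.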
# TRHR ag: activates the human TRH receptor; activation, % at 2 µM; P34981; AID 493084; 0.18% of 360,000 active; TRHR cells, calcium flux fluo-8, FDSS agonist mode; in the data active = activation above about 30%; also: 0% is about no effect
#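 Read-out: compound-evoked intracellular calcium rise in TRHR cells, fluo-8 dye, kinetic FDSS fluorescence at 1 s/cycle following a 10-cycle baseline. Cells cultured overnight before dye loading (30 min–1.5 h, RT).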
# TrxR1 substrate: substrates of rat thioredoxin reductase 1; 0.01% of 390,000 active; Potency, µM (series often up to 114 µM), for the others: top-dose activity change, negative = substrate turnover; purified TrxR1 substrate turnover, NADPH consumption readout; AID 588456; O89049; also: potency is read from the fitted curve at half-maximal effect; % is scaled to controls: 0 for no effect and ±100 for the full control effect; nearly all actives have a fitted effect of over 50% in size
# Target sequence (O89049 whole entry, looked up): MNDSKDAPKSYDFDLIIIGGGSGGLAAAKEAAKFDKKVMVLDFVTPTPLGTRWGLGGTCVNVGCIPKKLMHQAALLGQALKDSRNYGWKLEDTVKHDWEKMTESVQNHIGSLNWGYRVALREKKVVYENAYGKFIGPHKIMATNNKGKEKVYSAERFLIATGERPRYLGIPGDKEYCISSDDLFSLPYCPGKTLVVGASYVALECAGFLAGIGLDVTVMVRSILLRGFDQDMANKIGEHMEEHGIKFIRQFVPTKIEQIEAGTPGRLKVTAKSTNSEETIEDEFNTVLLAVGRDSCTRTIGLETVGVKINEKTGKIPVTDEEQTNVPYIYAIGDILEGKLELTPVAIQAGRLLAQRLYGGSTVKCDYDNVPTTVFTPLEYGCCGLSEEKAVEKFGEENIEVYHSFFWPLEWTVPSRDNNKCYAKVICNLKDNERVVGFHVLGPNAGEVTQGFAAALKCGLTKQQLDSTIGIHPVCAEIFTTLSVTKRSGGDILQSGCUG
#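 Rat TrxR1, dispensed at 90 nM, was prereduced with 400 uM NADPH (final) for 5 min at ~22 deg C, then incubated with compound 15 min before 400 uM selenite. A first-read NADPH fluorescence drop versus no-compound background flagged substrates.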
# USP1-UAF1 inh: USP1/UAF1 (human) deubiquitinase inhibition | Potency, µM (highest dose often 57.1 µM), without a hit: at the highest dose activity change, negative = inhibition, actives largely listed as inhibitors | 0.23% of 390,000 active | recombinant USP1/UAF1, Ub-Rhodamine cleavage fluorescence | O94782 | AID 743255; also: potency is read from the fitted curve at half-maximal effect; % is scaled to controls: 0 for no effect and ±100 for the full control effect; nearly all actives have a fitted effect of over 60% in size; inactives centre near -12
#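 High-throughput fluorogenic screen: 1nM USP1/UAF1 complex, Ub-Rho substrate 150nM final, 50mM HEPES pH 7.8 with 0.5mM EDTA, 0.1 mg/ml BSA, 1mM TCEP and 0.01% Tween-20.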
# IDH1 R132H inh: human IDH1 R132H inhibition; O75874; IDH1-R132H enzyme, NADPH consumption, diaphorase/resazurin fluorescence; Potency, µM (doses to about 76.6 µM), for the others: at the top dose activity change, negative = inhibition, actives largely listed as inhibitors; 0.093% of 390,000 active; AID 602179; also: potency is read from the fitted curve at half-maximal effect; % is scaled to controls: 0 for no effect and ±100 for the full control effect; nearly all actives have a fitted effect of over 65% in size
#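 IDH1-R132H (0.5 ug/mL) preincubated 30 min with compound, then NADPH (0.016 mM) and alpha-KG (2 mM) added; 80 min at RT, pH 7.5. Remaining NADPH coupled via diaphorase/resazurin to fluorescence (540/590 nm); concentration-response curves normalized to no-enzyme control.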
# D2 agonist: agonists of human D2 dopamine receptor. P14416. HEK293 T-REx D2 cells, calcium flux agonist mode. activation, % at 2 µM. 0.53% of 340,000 active;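 active = activation over 3 SD above normal in the single-dose calcium agonist read, cut at about 30% in these data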; also: 0% is about no effect
#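 Calcium-flux readout, 1 cycle/sec over 180 s following compound pin transfer, in inducible HEK293 Trex D2 cells (force-coupled); dopamine controls included. Positive calcium responses during this window marked compounds as potential agonists.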
# TrxR1 inh: inhibitors of rat thioredoxin reductase 1 | Potency, µM (doses to about 114 µM), for the others: at the highest dose activity change, negative = inhibition, hits mostly inhibitors | recombinant rTrxR1, NADPH fluorescence consumption, selenite substrate | AID 588453 | 1% of 390,000 active; also: potency is read from the fitted curve at half-maximal effect; % is scaled to controls: 0 for no effect and ±100 for the full control effect; nearly all actives have a fitted effect of over 65% in size
#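 Rat TrxR1 (90 nM in the dispensed reagent) was pre-reduced with 400 uM NADPH for 5 min at room temperature, then incubated with compound for 15 min. After 400 uM selenite was added, NADPH fluorescence (Ex 340/Em 450 nm) was followed for 8 min.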
# D2 antag: D2 dopamine receptor (human) antagonism; HEK293 TREx D2 cells, calcium flux, dopamine EC80; inhibition, % at 10 µM; 2% of 340,000 active; AID 485344; in the data active = inhibition above about 30%; also: 0% is about no effect
#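 Compounds are added to dye-loaded, induced HEK293 T-REx cells coupled to calcium release via D2; after a 3 min kinetic read an EC80 dopamine stimulus is given and fluorescence is recorded for 3 more min.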
# The depositor's hits bear a star; ? = inconclusive; . = not tested or not shown; [ ] = another dose, or the depositor's remark. Unless noted, calls follow the shape of the dose curve; as a rule, active = well fitted inhibition curve with a large enough effect; inconclusive = small, poorly fitted or top-dose-only effect; inactive = no such curve, though single readings can be large or run the other way.
SMILES,TRHR enhancer,PI4K2A inh,TRHR ag,TrxR1 substrate,USP1-UAF1 inh,IDH1 R132H inh,D2 agonist,TrxR1 inh,D2 antag
CN(C)c1ccc(P(=O)(Nc2cccc(C(F)(F)F)c2)N2CCOCC2)c(NC(=O)c2cccs2)c1 (stereo not given),-2,3,-0.3,14%,-24%,-7%,13,39%[activator],13
O=[N+]([O-])c1cccc(CSc2nc3ccccc3[nH]2)c1,-8,1,0.7,-6%,-4%,11%,-0.8,1%,4
CCN(CC)c1ccc2cc(-c3nc(-c4cc(OC)c(OC)c(OC)c4)no3)c(=O)oc2c1,13,-1,122*,-7%,40µM*,-4%,.,10%,.
N=C1c2c(cc(=O)n3c2[nH]c2ccccc23)CN1CCN1CCOCC1,11,19,0.9,572%[activator][57.1 µM],-19%,3%,0.8,40%[activator][57.1 µM],-2
Cc1nc2cc(NC(=O)NCc3ccc4c(c3)OCO4)ccc2o1,0,2,-0.4,9%,-11%,2%,-0.6,11%,-5
CCCNS(=O)(=O)c1ccc(CCC(=O)NCc2cccnc2)cc1,-4,-1,0.1,4%,-16%,0%,0.4,11%,-1
O=C1C=CC(c2ccccc2)(c2ccccc2)CC1,.,0,.,6%,-8%,-10%,.,33%[activator],.
COc1ccc(C2=C(C)C(N3CCC(C(=O)NCc4ccc(C)o4)CC3)=NS2(=O)=O)cc1,1,-6,0.2,-1%[57.1 µM],-22%,.,0.0,-5%[57.1 µM],.
COc1cc(/C=C2/C(=O)NN(c3ccc(Cl)c(Cl)c3)C2=O)cc([N+](=O)[O-])c1O,-1,-8,-1.4,-21%,?,13%,-1.3,-23%,-8
O=C(c1ccc(S(=O)(=O)N2CCCC2)cc1)N1CCN(c2ccccc2)CC1,-4,1,0.0,3%[57.1 µM],-10%,2%,0.0,7%[57.1 µM],1
CCC1CCCCN1C(=O)CSc1nc2c([nH]c3ccccc32)c(=O)n1-c1ccc(OC)cc1 (stereo not given),-7,-4,0.2,4%[57.1 µM],-27%,1%,-1.0,25%[57.1 µM],.
CCOC(=O)N1CCN(C(=O)CCS(=O)(=O)c2cc3c(cc2Cl)NC(=O)CO3)CC1,0,0,0.2,2%[57.1 µM],-18%,19%,0.6,14%[57.1 µM],-3
O=C(Cn1c(SCC(=O)Nc2ccc(F)cc2)nc2ccccc21)NCc1ccc(Cl)cc1,13,-1,0.2,2%[57.1 µM],-10%,-12%,-0.1,18%[57.1 µM],.
COC(=O)c1ccc(NC(=O)NC(C)c2c(-n3cccc3)sc(C)c2C)cc1 (stereo not given),-1,1,0.2,2%,-23%,.,.,11%,.
CC(/C=N/n1c(-c2ccncc2)n[nH]c1=S)=C\c1ccco1,-2,-29,0.4,-13%,1%,2%,21,50µM*,-5
CCCCn1c(=O)c2oc3ccccc3c2n(Cc2cccc(F)c2)c1=O,3,0,0.3,10%,-11%,11%,0.4,31%,.
O=C(CSc1n[nH]c(Cc2ccccc2)n1)Nc1ccccc1Br,4,-4,-0.6,-9%[57.1 µM],-12%,8%,0.3,43%[activator][57.1 µM],-11
COc1ccccc1NC(=O)CSc1nncn1-c1ccccc1,4,1,-0.1,8%,-11%,0%,-0.5,22%,-5
CN1C(=O)/C(=C\c2ccccc2F)Sc2ccc(C(=O)NC3CCN(Cc4ccccc4)CC3)cc21,2,-4,1.4,2%,-13%,-2%,-1.0,24%,2
COc1ccc(S(=O)(=O)NC(CC(=O)NCCc2ccccc2)c2ccco2)cc1 (stereo not given),-1,-1,-0.1,-3%,-14%,-1%,0.8,1%,5
O=C(NCc1n[nH]c(=S)n1-c1ccc(F)cc1)c1ccc(S(=O)(=O)N2CCCCC2)cc1,3,-2,0.2,7%,?,-7%,0.2,-11%,-32
CCOC(=O)c1nc(N)c(=O)n(-c2ccccc2)n1,4,7,-0.2,6%,-8%,7%,-0.5,8%,5
N#CC(C#N)=Cc1cccn1-c1ccc(C(=O)O)cc1,-7,-10,0.3,-4%[57.1 µM],-14%,-1%,1.1,-2%[57.1 µM],-27
CC1CCCCC12NC(=O)N(Cc1cc(=O)n3ccsc3n1)C2=O (stereo not given),2,-4,0.5,-1%,-3%,-8%,0.5,18%,-15
COC(=O)CC/C(O)=C1\C(=O)CC(C)(C)CC1=NCCc1nc2ccccc2[nH]1,2,0,3.3,0%,-20%,-7%,0.6,12%,8
CN(C)c1ccc(/C=C2\Oc3ccc(C#Cc4cccc(N)c4)cc3C2=O)cc1,.,-5,.,6%[57.1 µM],?,-7%,.,-6%[57.1 µM],.
CCOc1ccc(CNC(=O)Cn2nc(C)n3cccc3c2=O)cc1,3,1,0.8,-1%,-13%,26%,-0.7,6%,.
COc1cccc(C2CCCCN2Cc2nc(-c3ccc(C)o3)oc2C)c1 (stereo not given),-5,1,0.3,5%[57.1 µM],-17%,8%,0.7,32%[57.1 µM],0
CC(C)(C)C(=O)O/N=C(\N)c1ccc(Br)cc1,-2,-1,0.1,5%[57.1 µM],7%,3%,.,23%[57.1 µM],.
Cc1c(Cl)cccc1NC(=O)C(C)N(c1ccccc1)S(C)(=O)=O (stereo not given),-7,-4,-0.5,6%,-17%,3%,-0.1,16%,.
CCOC(=O)N1CCN(C(=O)CCCn2c(=S)[nH]c3ccsc3c2=O)CC1,-5,9,-0.3,5%[57.1 µM],-16%,-5%,-0.8,-16%[57.1 µM],-6
COc1ccc(C(=O)Nc2ccc(C(=O)N3CCCCC3)cc2)cc1OC,5,-3,-0.2,-6%,-13%,4%,-0.4,23%[57.1 µM],-4
CNC(=O)c1sccc1S(=O)(=O)Cc1c(Cl)cccc1Cl,-1,4,1.6,10%[57.1 µM],-10%,9%,-0.7,4%[57.1 µM],-9
Cc1ccc(-c2csc(Nc3ccc(C(=O)O)cc3)[n+]2Cc2ccccc2)cc1,33*,-2,0.1,-10%,-9%,-15%,-1.1,-9%,-11
Cc1cc(C)n(Cc2ccc(C(=O)Nc3ccc(Br)cc3C)o2)n1,-3,-4,0.1,-8%,3%,3%,-2.8,-14%[57.1 µM],-17
COCCN(C(=O)COC(=O)/C=C/c1ccc(SC)cc1)c1c(N)n(Cc2ccccc2)c(=O)[nH]c1=O,.,4,.,39%[activator],2%,-1%,.,7%,.
COc1ccc(C(=O)CN2Cc3ccccc3C2=N)cc1,-1,-23,0.6,0%,-23%,11%,0.3,22%,-5
CCn1c(C(=O)O)c(S(=O)(=O)c2ccc(Cl)cc2)c2ccccc21,-4,-6,0.2,1%,-17%,5%,1.3,20%,7
N#Cc1cc2ccccc2nc1SCC(=O)Nc1ccccc1N1CCOCC1,-7,-5,20,-7%,-22%,1%,9.9,-3%,-6
COc1ccccc1CNC(=O)c1ccc(Br)o1,-6,0,0.0,-2%,-28%,11%,-1.3,-10%,21

# Reformatted: 3 of the compounds above
COc1ccccc1CNC(=O)c1ccc(Br)o1
  TRHR enhancer: -6 | PI4K2A inh: 0 | TRHR ag: 0.0 | TrxR1 substrate: -2% | USP1-UAF1 inh: -28% | IDH1 R132H inh: 11% | D2 agonist: -1.3 | TrxR1 inh: -10% | D2 antag: 21
CCOC(=O)N1CCN(C(=O)CCCn2c(=S)[nH]c3ccsc3c2=O)CC1
  TRHR enhancer: -5 | PI4K2A inh: 9 | TRHR ag: -0.3 | TrxR1 substrate: 5%[57.1 µM] | USP1-UAF1 inh: -16% | IDH1 R132H inh: -5% | D2 agonist: -0.8 | TrxR1 inh: -16%[57.1 µM] | D2 antag: -6
COc1ccc(C(=O)CN2Cc3ccccc3C2=N)cc1
  TRHR enhancer: -1 | PI4K2A inh: -23 | TRHR ag: 0.6 | TrxR1 substrate: 0% | USP1-UAF1 inh: -23% | IDH1 R132H inh: 11% | D2 agonist: 0.3 | TrxR1 inh: 22% | D2 antag: -5

# Going on with the list:
SMILES,TRHR enhancer,PI4K2A inh,TRHR ag,TrxR1 substrate,USP1-UAF1 inh,IDH1 R132H inh,D2 agonist,TrxR1 inh,D2 antag
Cc1ccc(NC(=O)CCc2c(C)nc3c(-c4ccc(F)cc4)c(C)nn3c2C)cc1F,7,-3,0.1,7%,-9%,-8%,0.0,30%,.
Cc1ccc(-c2nnc(NC(=O)CCS(=O)(=O)c3ccc(F)cc3)o2)c(C)c1,4,5,-0.6,13%,-2%,4%,-1.0,2%,-9
CC(=O)c1ccc(NC(=O)Nc2ccncc2)cc1,1,10,0.7,-3%,-8%,0%,1.3,5%,-9
OC(COc1ccc(CNCc2cccnc2)cc1)CN1CCc2ccccc2C1 (stereo not given),0,3,0.4,0%,-8%,7%,54*,4%,49*
COc1ccc(N2CCN(CC(=O)Nc3ccc(-n4cnnn4)cc3)CC2)cc1,4,1,-0.5,3%,6%,-1%,2.0,25%,-1
Cc1ccc2c(c1)C(=NC1CCCCC1)c1cc3ccccc3nc1-2,-4,1,-0.5,-5%,-16%,7%,-0.2,-10%,6
O=C(N/N=C/C=C\c1ccco1)c1ccccn1,3,-10,-1.4,3%[57.1 µM],-8%,3%,-0.8,?,-1
Cc1cccc(N2CCN(C3CCCCC3NS(=O)(=O)c3ccccc3)CC2C)c1 (stereo not given),3,5,0.1,-3%,-18%,-13%,1.0,4%,13
COc1ccc(NC(=O)c2scc(S(=O)(=O)C(C)C)c2N)cc1,11,-21,0.5,-2%,-11%,0%,-0.4,1%,5
Cc1ccc(NC(=S)NC(NC(=O)c2ccccc2C)C(Cl)(Cl)Cl)c(C)c1 (stereo not given),7,2,-2.0,-6%,-14%,-1%,0.2,-25%,7
O=C(CCCCCn1c(=O)c2sccc2n(Cc2ccccc2Cl)c1=O)NCc1ccc2c(c1)OCO2,4,-4,-0.7,1%,?,7%,-0.7,9%,.
Cc1ccc2c(CN3CCC(C(N)=O)CC3)cc(=O)oc2c1C,0,2,0.1,-3%,-25%,-3%,0.5,-11%,-4
CC(=O)Nc1ccc(Nc2nc(C)c([N+](=O)[O-])c(Nc3ccc(NC(C)=O)cc3)n2)cc1,-3,-5,-0.3,5%[57.1 µM],-11%,-3%,-0.1,3%[57.1 µM],-8
O=C(CCN1CCc2ccccc2C1)Nc1ccccc1F,-5,0,0.0,5%,-13%,0%,.,6%,.
Cc1nc(-c2ccc(F)cc2)sc1CCNC(=O)c1cccs1,16,-4,-1.2,-13%[57.1 µM],-11%,5%,-2.6,-15%[57.1 µM],.
